Source: PubChem BioAssay (several laboratories)
5HT1a antag = antagonists of human 5-HT1a serotonin receptor. P08908. CHO 5-HT1a Ga15 NFAT-bla reporter, antagonist mode. inhibition, % at 10 µM. 62,000 compounds, 0.68% hits. AID 612;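 active = inhibition above the mean of all tested compounds plus 3 SD, cut at about 43% in these data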;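 note: receptor stimulated by 5-CT agonist at 100 nM near EC80; beta-lactamase reporter measured by ratiometric fluorescence of a cleavable substrate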
HTR1A agonist = 5-HT1a (human) receptor agonism. P08908. CHO 5-HT1a Ga15 NFAT-bla reporter, FRET ratio; 0% basal, 100% maximal reference agonist. activation, % at 10 µM. 65,000 compounds, 0.56% hits;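 active = activation above the screen-wide mean activation plus 3 SD, cut at about 19% in these data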;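 note: 0% = DMSO wells and 100% = 5-CT at EC100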
S1P3 ag = activates the human S1P3 receptor; Q99500; S1P3 NFAT-BLA reporter cells, agonism, FRET ratio; relative to 1 µM S1P, basal subtracted; activation, % at 4.5 µM; 60,000 compounds, 0.1% hits; AID 373;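 active = activation above the screen-wide mean plus 3 SD, cut at about 4.5% in these data, passing the limit was not always enough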; note: some compounds called inactive have numbers as strong as hits
Target sequence (Q99500 whole entry, looked up): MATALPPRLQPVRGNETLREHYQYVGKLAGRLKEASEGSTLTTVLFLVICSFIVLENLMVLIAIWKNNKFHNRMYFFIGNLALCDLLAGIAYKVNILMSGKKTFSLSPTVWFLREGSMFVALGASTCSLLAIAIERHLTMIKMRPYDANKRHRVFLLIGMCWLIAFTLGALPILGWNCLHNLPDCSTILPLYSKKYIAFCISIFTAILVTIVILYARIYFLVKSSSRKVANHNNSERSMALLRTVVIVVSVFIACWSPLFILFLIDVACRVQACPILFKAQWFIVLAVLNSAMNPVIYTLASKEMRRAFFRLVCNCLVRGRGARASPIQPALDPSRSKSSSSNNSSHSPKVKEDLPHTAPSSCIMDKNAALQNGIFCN
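Measure – % activation relative to 1 µM S1P (100%), per plate · System – stable CHO line with human S1P3, Gα16, NFAT-BLA reporter · Timing – cells plated overnight, compound 4 h 37 °C, substrate 2 h RT · Technique – fluorescent BLA substrate, ex 405 nm, em 460/535 nm ratio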
Jurkat viability = cytotoxic compounds reducing Jurkat cell viability | Jurkat E6.1 viability, ATP luminescence, 48 h | inhibition, % at 4 µM | 56,000 compounds, 1.2% hits | AID 463;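 active = inhibition above the mean inhibition of all tested compounds plus 3 SD, cut at about 28% in these data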
HTR1E agonist = activates the human 5-HT1E serotonin receptor | AID 574 | 65,000 compounds, 0.69% hits | P28566 | CHO 5-HT1E Ga15 NFAT-bla reporter, FRET; 0% DMSO wells, 100% control agonist wells | activation, % at 6 µM;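 active = activation above a set limit, the screen-wide mean activation plus 3 SD, cut at about 8.5% in these data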;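 note: 100% = positive control agonist at 1 µM giving full maximal response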
Target sequence (P28566 whole entry, looked up): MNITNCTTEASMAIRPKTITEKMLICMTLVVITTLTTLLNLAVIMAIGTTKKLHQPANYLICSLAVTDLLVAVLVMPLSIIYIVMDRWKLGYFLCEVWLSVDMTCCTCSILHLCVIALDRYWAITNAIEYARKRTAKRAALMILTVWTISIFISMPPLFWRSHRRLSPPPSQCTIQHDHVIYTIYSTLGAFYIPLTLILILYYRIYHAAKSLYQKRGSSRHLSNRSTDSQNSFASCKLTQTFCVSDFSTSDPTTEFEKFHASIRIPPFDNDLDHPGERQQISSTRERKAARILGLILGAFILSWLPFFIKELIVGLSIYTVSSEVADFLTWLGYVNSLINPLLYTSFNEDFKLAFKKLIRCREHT
S1P1 ag-PAM = agonists and agonism potentiators of human S1P1 receptor | 56,000 compounds, 0.57% hits | AID 449 | S1P1 CRE-bla cells, forskolin, beta-lactamase FRET, potentiator mode; S1P1 agonist co-added at EC20, 2 nM; 100% = saturating reference agonist, 0% = basal | P21453 | activation, % at 9.5 µM;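 active = activation above a cutoff set at the mean activation of all tested compounds plus 3 SD, cut at about 54% in these data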;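 note: forskolin at 4 µM as EC80 and the EC20 agonist is SEW2871; 100% = SEW2871 at its EC100 plus forskolin at EC80; some compounds past the cut are filed as inactive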
Target sequence (P21453 whole entry, looked up): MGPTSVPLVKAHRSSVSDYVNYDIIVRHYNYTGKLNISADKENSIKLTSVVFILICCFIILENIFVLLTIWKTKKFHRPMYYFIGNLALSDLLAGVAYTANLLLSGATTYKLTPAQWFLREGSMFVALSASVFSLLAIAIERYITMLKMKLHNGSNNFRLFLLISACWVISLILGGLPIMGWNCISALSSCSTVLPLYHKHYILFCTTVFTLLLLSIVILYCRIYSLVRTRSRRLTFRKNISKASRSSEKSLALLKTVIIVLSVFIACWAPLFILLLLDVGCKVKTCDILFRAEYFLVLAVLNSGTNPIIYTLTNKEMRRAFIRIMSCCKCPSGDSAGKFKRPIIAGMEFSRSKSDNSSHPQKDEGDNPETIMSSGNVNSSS
D1 mod = D1 dopamine receptor (human) allosteric modulation | P21728 | HEK293 D1, CRE-luciferase, dopamine EC30 potentiation; actives deviate in either direction | B-score at 10 µM | 58,000 compounds, 5.9% hits | AID 641;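 active = luminescence count or its row- and column-corrected plate score outside the 99.7% band of the plate's sample wells, on either side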
HEK293 NFkB inh = lowers PMA/ionomycin-induced NF-kB signal in HEK293 cells; HEK-293 NF-kB luciferase reporter, luminescence; inhibition, % at 3 µM; AID 465; 62,000 compounds, 0.21% hits;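 active = inhibition above the mean of all tested compounds plus 3 SD, cut at about 40% in these data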;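 note: 0% = stimulated DMSO wells and 100% = 10 µM reference inhibitor 5653914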
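Material: HEK-293 cells with stable firefly luciferase reporter driven by four HIV NF-kB elements / Also added: PMA plus ionomycin mix as NF-kB-activating stimulus / Compound dosing: 3 µM once, 0.30% DMSO / Times: 1 h pretreatment, 16 h stimulation, 37 °C / Signal: luminescence / Evaluation: per-plate % inhibition versus controls / Benchmarks: DMSO and 10 µM reference inhibitor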
HTR1E antagonist = antagonists of human 5-HT1E serotonin receptor. CHO 5-HT1E Ga15 NFAT-bla reporter, FRET, antagonist. inhibition, % at 6 µM. 65,000 compounds, 0.99% hits;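 active = inhibition above a set limit, the mean inhibition across every tested compound plus 3 SD, cut at about 29% in these data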;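 note: signal is the 460 over 535 nm emission ratio of beta-lactamase substrate; 0% = agonist plus DMSO wells and 100% = wells without agonist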
An asterisk follows results filed as active; . = not tested or not shown. Compounds as they come; 8.3% or so of the library scored in one or more.

SMILES | 5HT1a antag | HTR1A agonist | S1P3 ag | Jurkat viability | HTR1E agonist | S1P1 ag-PAM | D1 mod | HEK293 NFkB inh | HTR1E antagonist
CCOC(=O)Cn1cc(-c2ccccc2)nn1 | -8 | 1.5 | -0.8 | -10 | 0.1 | -34 | -0.066 | 13 | -16
Cc1cccc(-n2nc3c(c2NC(=O)c2ccc(Br)o2)CSC3)c1 | 21 | -1.4 | . | . | -1.4 | . | 0.85 | 20 | 5
Cc1cc2ncn(-c3ncnc4sc(C)c(C)c34)c2cc1C | 17 | -0.3 | 0.4 | -2 | -0.5 | -13 | 1.3 | -5 | 3
COC(=O)c1[nH]c(C)c(/C(O)=C2\C(=O)C(=O)N(CCN(C)C)C2c2ccccc2OC)c1C (stereo not drawn) | -4 | -2.7 | -0.3 | -2 | -0.4 | -3 | -0.061 | 25 | -4
O=C1OC2CC3CC1CC(O)(C3)C2 (stereo not drawn) | 8 | -4.1 | -1.2 | 4 | -0.6 | -2 | 0.91 | 22 | 7
COc1cccc(NC(=O)c2ccccc2NS(C)(=O)=O)c1 | -7 | 0.1 | -0.8 | 4 | 1.4 | -1 | . | 4 | -12
CCn1c(C)c(C(C)=O)c(N2CCCC2)nc1=S | -6 | -1.1 | -0.8 | -2 | 0.3 | -4 | -1.2 | 13 | -9
CC1(C)CC(=O)C(C=NC2CCCCC2)=C(O)C1 | -1 | -2.0 | -0.1 | -4 | -1.1 | -19 | -0.28 | -2 | -15
Cc1ccc(CN2CC(C(=O)Nc3ccc4c(C)cc(=O)oc4c3)CC2=O)cc1 (stereo not drawn) | -10 | 1.6 | -1.1 | -10 | 1.4 | 20 | 0.98 | 10 | 8
Nc1ccc(Nc2ccccc2)c(Cl)c1 | 11 | -1.8 | -0.6 | 4 | 0.1 | . | -0.58 | 4 | 7
COCc1cc(C)nc2sc3c(=O)n(Cc4ccco4)nnc3c12 | 0 | 1.8 | -0.3 | 0 | 0.9 | -12 | . | 16 | 8
CCC1CCCCN1c1nc2c(c(=O)n(C)c(=O)n2C)n1CCSc1nc2ccccc2o1 (stereo not drawn) | -7 | -1.1 | -0.8 | 2 | 0.1 | 18 | . | 10 | -1
O=C(NCc1cccnc1)c1nnc(Cc2ccc(F)cc2)o1 | -3 | -4.7 | -0.2 | 0 | 1.5 | -7 | 0.11 | 6 | 3
COc1ccc(S(=O)(=O)n2nc(OC(=O)c3ccccc3)cc2N)cc1 | -11 | -0.2 | -0.5 | 2 | 0.7 | 6 | 0.29 | 21 | -1
CCOC(=O)c1ccc(COC(=O)c2cc3ccccc3oc2=O)o1 | -20 | 0.7 | -0.6 | 1 | -0.5 | 5 | 1.4 | 4 | -11
CCC/C(O)=C1\C(=O)CC(C)(C)CC1=NCCO | -9 | -4.8 | 0.2 | -1 | -0.5 | -29 | 2.2 | 14 | 12
Cc1ccc(Oc2nsnc2N2CCOCC2)cc1 | 1 | -0.9 | -0.2 | -6 | 0.0 | -20 | 1.7 | 2 | -16
COc1ccc(-n2nnnc2SCC(=O)Nc2cccc(C)n2)cc1OC | -5 | -1.0 | 0.0 | 7 | -0.9 | -8 | 3.1 | 11 | 18
CCOc1ccccc1N1CCN(C(=O)Nc2ccc(F)c(Cl)c2)CC1 | 0 | -2.8 | -0.1 | -1 | 0.5 | -10 | -0.48 | 6 | -9
COC(=O)CCSCC(=O)Nc1cc(C)on1 | 6 | -0.5 | 0.1 | 1 | -0.8 | -5 | . | 8 | -4
Cc1ccc(C(C(=O)NC2CCCC2)N2CCCCC2)cc1 (stereo not drawn) | 21 | 0.6 | -0.5 | 7 | -1.5 | -2 | -1.1 | 26 | 12
Cc1[nH]nc(-c2ccc(O)cc2O)c1-c1ccc(Cl)cc1 | 34 | 0.8 | -1.6 | 17 | -1.5 | 26 | 1.2 | 24 | 8
COc1ccc(C2C3=C(CCCC3=O)Nc3nc(C(F)(F)F)nn32)c(OC)c1OC (stereo not drawn) | -7 | -1.4 | 0.2 | -1 | 0.4 | -22 | 0.8 | 2 | -9
CC(=O)N1CCN(C2=Nc3cccc4cccc2c34)CC1 | 5 | -1.4 | -0.4 | 14 | -1.1 | 19 | . | 18 | 10
Cc1nc2c(cc(Oc3ccc(S(=O)(=O)N4CCOCC4)cn3)c3ccsc32)s1 | 4 | -1.8 | 0.9 | 4 | -0.5 | -4 | 8.5* | 2 | 14

Quoted at random: 3 compounds from above.
SMILES | 5HT1a antag | HTR1A agonist | S1P3 ag | Jurkat viability | HTR1E agonist | S1P1 ag-PAM | D1 mod | HEK293 NFkB inh | HTR1E antagonist
Cc1ccc(CN2CC(C(=O)Nc3ccc4c(C)cc(=O)oc4c3)CC2=O)cc1 (stereo not drawn) | -10 | 1.6 | -1.1 | -10 | 1.4 | 20 | 0.98 | 10 | 8
Cc1cc2ncn(-c3ncnc4sc(C)c(C)c34)c2cc1C | 17 | -0.3 | 0.4 | -2 | -0.5 | -13 | 1.3 | -5 | 3
CCOc1ccccc1N1CCN(C(=O)Nc2ccc(F)c(Cl)c2)CC1 | 0 | -2.8 | -0.1 | -1 | 0.5 | -10 | -0.48 | 6 | -9

(continued)
SMILES | 5HT1a antag | HTR1A agonist | S1P3 ag | Jurkat viability | HTR1E agonist | S1P1 ag-PAM | D1 mod | HEK293 NFkB inh | HTR1E antagonist
Nc1nc(SCc2ccccc2)[nH]c(=O)c1-c1ccccc1 | 11 | -3.0 | -0.2 | -15 | -0.6 | -12 | -0.029 | -10 | 3
COC(=O)C(C)Sc1nnc2n(-c3cccc(C)c3)c(=O)c3c4c(sc3n12)CCCC4 (stereo not drawn) | 1 | 5.6 | -0.6 | -1 | 2.6 | -2 | 9.3* | 4 | 11
Oc1ccccc1-c1cc(C(F)(F)F)[nH]n1 | 8 | -1.0 | -0.9 | 4 | -0.7 | 13 | -0.074 | 5 | 3
O=C(Nc1nncs1)c1ccccc1NS(=O)(=O)c1cccs1 | 13 | 0.8 | . | . | 0.1 | . | -0.013 | 14 | -3
O=C(NCCCNCc1ccccc1)c1ccc(/C=N/O)nc1 | -4 | -0.6 | 0.3 | -5 | 0.5 | -1 | -0.58 | 14 | -10
CC1(C)CC(N2CN(C3CCCCC3)CC2=O)CC(C)(C)N1 | 6 | -1.6 | -0.7 | 1 | 0.9 | -14 | -0.93 | 12 | 4
O=C(Cn1cnc2ccccc21)NCc1ccccc1 | 4 | -6.5 | -0.2 | 5 | 1.0 | -48 | -0.37 | 3 | -4
Cc1cccc(-c2cc3nc4c(c(N5CCOCC5)n3n2)CCCC4)c1 | 27 | -3.1 | -0.2 | 7 | -0.1 | -36 | 1.5 | -12 | 40*
Cc1ccc(-c2ccc(=O)n(CC(=O)NCCN3CCCCC3C)n2)cc1 (stereo not drawn) | 3 | -3.5 | -0.7 | 2 | 0.2 | -1 | -0.17 | 10 | 8
CCOC(=O)Nc1ccccc1C(=O)N1CCOCC1 | 3 | -3.1 | 0.1 | 5 | -1.8 | -12 | -0.37 | -24 | -12
COc1ccc(N2CCN(C(=O)CCS(=O)(=O)c3cccc4nsnc34)CC2)cc1 | 7 | -0.7 | . | . | 0.2 | . | -0.011 | 26 | -10
CCCN(CCC)S(=O)(=O)c1ccc(C(=O)O)cc1 | . | -3.5 | -1.7 | . | -0.4 | -39 | 0.55 | . | 3
COc1ccc(-c2nnc3ccc(SCC(=O)N4CCN(c5ccccc5)CC4)nn23)cc1 | 0 | 0.3 | -1.2 | 6 | -0.6 | -4 | 0.37 | 15 | -4
CCN(CC)C(=O)CSc1nnc(-c2cccc(OC)c2)o1 | 17 | 2.0 | -0.3 | -5 | 0.2 | -11 | -0.39 | -6 | -2
O=C(c1ccco1)N1CCN(Cc2ccc(Cl)cc2)CC1 | -4 | -1.7 | -1.5 | 4 | -0.5 | -14 | -0.68 | 14 | 3
CCOC(=O)c1[nH]c(C)c(/C(O)=C2\C(=O)C(=O)N(CCCN3CCOCC3)C2c2cccnc2)c1C (stereo not drawn) | -5 | 0.0 | -0.4 | 3 | 0.1 | 6 | -0.087 | 9 | -3
CSC1=C(C#N)C(c2cccc(Br)c2)CC(=O)N1 (stereo not drawn) | 11 | -2.0 | -0.2 | 0 | 0.1 | 22 | 1.7 | 13 | -3
COc1cccc(OC)c1C(=O)Nc1cccc(C(C)=O)c1 | -2 | -0.1 | -1.3 | -2 | -0.5 | -7 | 0.054 | 1 | -3
CC(=O)NC1C(=O)N(CCc2ccccc2)c2ccccc21 (stereo not drawn) | 17 | -0.3 | -0.7 | -1 | 14* | -13 | -0.38 | 7 | 0
CN(C)C(=O)c1ccc(NC(=O)c2cccnc2)cc1 | -1 | -4.4 | . | . | -0.5 | . | 0.57 | -10 | -6
O=C(CN1CCN(c2ccc(Cl)cc2)CC1)c1ccc2c(c1)OCO2 | 5 | -3.0 | -1.0 | -2 | 15* | -84 | -0.75 | 12 | 15
Cc1c(C(=O)NCC2CCCO2)oc2ccc3c(c12)C(=O)CC(C)(C)O3 (stereo not drawn) | 5 | -1.3 | -0.4 | 4 | -1.0 | -8 | . | -44 | 9
Cc1ccc(Oc2cc(C)nc(-c3ccccc3O)n2)cc1 | 12 | 0.3 | -1.4 | -4 | -0.5 | -4 | 1.9 | -9 | 9
Cc1sc(-n2c(C)cc(/C=N/n3cnnc3)c2C)c(C#N)c1C | . | -1.3 | -1.3 | . | 0.0 | 8 | . | . | 12
Cc1c(C(=O)N2CCCCC2)sc(NC(=O)C(C)C)c1C#N | -2 | -1.9 | -0.4 | 0 | -0.2 | -8 | 1.1 | 11 | 4
Additional structures follow:
SMILES | 5HT1a antag | HTR1A agonist | S1P3 ag | Jurkat viability | HTR1E agonist | S1P1 ag-PAM | D1 mod | HEK293 NFkB inh | HTR1E antagonist
CCC1CCCCN1CCNC(=O)c1[nH]c(C)c(C(C)=O)c1C (stereo not drawn) | 0 | -4.0 | -0.9 | -1 | 0.1 | 7 | -1.5 | 16 | 7
CCn1c(COc2ccccc2)nnc1SCc1ccc(C#N)cc1 | -15 | -3.9 | -1.1 | 1 | -0.7 | 11 | . | 19 | 2
CCSc1nncn1/N=C/c1ccc(OC)c(OC)c1 | -1 | 2.3 | -1.3 | -8 | 0.6 | -52 | 8.3* | 7 | 21
Cc1ccc(N2CC(C(=O)NC3CCSC3=O)CC2=O)cc1 (stereo not drawn) | -10 | -0.7 | -0.4 | 5 | -0.8 | -16 | -0.13 | 7 | 4
CC1(C)Cc2cccc(OCC(=O)Nc3nccs3)c2O1 | -4 | -2.7 | 0.4 | 5 | -1.2 | 4 | 0.45 | -1 | 10
Cc1nnc(SCc2ccccc2C#N)n1-c1ccccc1 | -4 | -1.6 | -0.2 | 1 | -0.5 | 0 | 0.12 | 9 | 8
O=C(NC1CCCCC1)N1CCc2ccccc21 | 3 | -0.2 | -1.4 | 3 | -0.9 | . | -0.18 | 0 | 2
COC(=O)C1=C(CSc2nnnn2C)NC(=O)NC1c1cc(C)ccc1C (stereo not drawn) | -4 | -1.6 | 1.2 | -4 | 0.4 | 6 | 0.084 | -7 | 4
CCCc1nc(SCC(=O)N2CCCC2)c2ccccc2n1 | 17 | 0.2 | -0.2 | -4 | 0.6 | 7 | 1.4 | 2 | 6
